High-throughput results deposited in PubChem by National Center for Advancing Translational Sciences (NCATS).
Chronic BCR inh = chronic active BCR signaling inhibition; ABC-DLBCL IkBa-CBG/CBR reporter, luminescence ratio, 4 h; Potency, µM (series often up to 46.1 µM), for the others: top-dose ratio change, negative = lower green/red ratio, hits mostly inhibitors; 0.05% of 340,000 active; AID 493014; active means well fitted inhibition curve with a large enough effect in the signal ratio, with a control signal flat, not every such curve was filed as active; inconclusive means small, poorly fitted or top-dose-only effect, or effect the other way, or a change in a side signal; the % refers to the signal ratio;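 further: potency means the concentration at half of the fitted maximal effect; plate controls were basal doxycycline-induced cells for no effect and cells given 10 µM MG132 for full effect; MG132 reads +100%, hits lower the ratio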
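Cell line TMD8 (human ABC DLBCL), stably expressing tet-inducible CBG68-IkBa fusion and CBR; IMDM/0.5% FBS; cpd up to 46 uM; dox induction, 4 h, 37C/5% CO2; dual luminescence; green/red ratio; MG132 control.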
USP2a inh = inhibitors of human ubiquitin-specific protease USP2a; O75604; USP2 core, Ub-CHOP2 coupled fluorogenic reporter, 485/531; Potency, µM (highest dose often 38.3 µM), inactives show at the highest dose activity change, negative = inhibition, most hits filed as inhibitors; 0.01% of 330,000 active; AID 463254;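 further: potency means the concentration at half of the fitted maximal effect; plate controls were DMSO wells for no effect and full inhibition by NEM control for full effect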
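Deubiquitinase activity read as fluorescence (485/531 nm) after Ub-CHOP2 cleavage activates the enterokinase reporter on its substrate; USP2 core 10nM, Ub-CHOP2 and substrate 25nM each, 30min compound preincubation then 60min RT; data normalized to NEM, curves fitted.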
S-ASM inh = inhibitors of human secretory acid sphingomyelinase | P17405 | placental ASM, HMU-PC fluorogenic substrate, 60 min | Potency, µM (doses to about 57.5 µM), inactives show top-dose activity change, negative = inhibition, most hits filed as inhibitors | 0.006% of 340,000 active; further: potency means the concentration at half of the fitted maximal effect
Target sequence (P17405 47-631 limits assumed): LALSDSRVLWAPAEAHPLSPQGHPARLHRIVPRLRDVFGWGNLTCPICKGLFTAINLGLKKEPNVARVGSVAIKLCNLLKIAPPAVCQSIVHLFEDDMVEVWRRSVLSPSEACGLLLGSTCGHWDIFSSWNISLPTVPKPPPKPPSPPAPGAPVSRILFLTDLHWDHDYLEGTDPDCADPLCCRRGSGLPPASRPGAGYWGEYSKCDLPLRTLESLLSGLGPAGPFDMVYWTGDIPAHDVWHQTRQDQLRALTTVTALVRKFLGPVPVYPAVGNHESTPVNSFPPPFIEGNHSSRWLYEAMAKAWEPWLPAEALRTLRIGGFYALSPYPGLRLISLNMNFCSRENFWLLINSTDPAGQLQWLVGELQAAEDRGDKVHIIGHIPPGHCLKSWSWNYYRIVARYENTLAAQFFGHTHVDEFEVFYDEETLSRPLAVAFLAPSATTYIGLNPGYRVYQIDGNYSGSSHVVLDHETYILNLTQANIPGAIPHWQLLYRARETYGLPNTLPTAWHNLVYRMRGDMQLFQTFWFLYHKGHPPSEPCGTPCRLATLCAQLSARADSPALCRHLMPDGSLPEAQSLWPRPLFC
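Fluorescence read-out (Ex 386 nm, Em 447 nm) after stopping the reaction at pH 10. Enzyme: ASM from human placenta; substrate HMU-PC0, 9 uM final; 60 min, 37 °C. Compound preincubation 10 min, ambient temperature.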
Menin-MLL TR inh = menin-MLL binding inhibition, Texas Red mutant peptide; Menin + Texas Red MLL mutant peptide, fluorescence polarization; Potency, µM (titrated, usually from 61.6 µM), without a hit: at the top dose FP activity change, negative = inhibition, usual class: inhibitors; 0.23% of 270,000 active; AID 1768; active means well fitted inhibition curve with a large enough effect in the polarisation, with a control signal flat, not every such curve was filed as active; inconclusive means small, poorly fitted or top-dose-only effect, or effect the other way, or a change in a side signal; inactive means no such curve, though single readings can be large or run the other way; the % refers to the polarisation; further: potency means the concentration at half of the fitted maximal effect; % of control where 0% means no effect; many of its hits are not listed in these tables
MBNL1 CUG block = MBNL1-poly(CUG) RNA binding inhibition. Q9NR56. TR-FRET MBNL1-His/biotin-(CUG)12 binding, 665/545 ratio. Potency, µM (titrated, usually from 57.5 µM), without a hit: at the highest dose activity change, negative = inhibition, most hits filed as inhibitors. 0.036% of 280,000 active. AID 2675; active means well fitted inhibition curve with a large enough effect in the signal ratio, with a control signal flat, not every such curve was filed as active; inconclusive means small, poorly fitted or top-dose-only effect, or effect the other way, or a change in a side signal; inactive means no such curve, though single readings can be large or run the other way; the % refers to the signal ratio; further: potency means the concentration at half of the fitted maximal effect; on the % scale 0 is the no-effect control and ±100 the full control effect
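TR-FRET between His-tagged MBNL1 and biotin-(CUG)12 RNA, detected with Tb anti-His antibody (0.055 ng/ul) and streptavidin-XL665 (5 nM), 60 min at room temperature. Compounds titrated 92 nM to 58 uM; 665/545 nm ratio normalized to buffer and complex controls.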
Mito fusion act = mitochondrial division inhibition or fusion activation | S. cerevisiae fusion-defective mutant growth rescue, CellTiterGlo 48 h | 0.23% of 320,000 active | Potency, µM (titrated, usually from 46.1 µM), without a hit: at the highest dose growth rescue (activation), most hits filed as activators;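 further: potency means the concentration at half of the fitted maximal effect; % of control where 0% means no effect; nearly all actives have a fitted effect of over 45% in size; temperature-sensitive fusion mutants such as fzo1-1 at 37 °C on non-fermentable ethanol glycerol medium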
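Temperature-sensitive fusion-defective S. cerevisiae (e.g. fzo1-1, mgm1-5) were grown with compound in YPEG medium (3% ethanol, 3% glycerol) for 48 hours at 37C. Growth rescue was measured as viability by CellTiterGlo luminescence after 10 minutes at ambient.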
TSHR antagonist = blocks TSH signaling through the human TSH receptor | TSHR-expressing cells, TSH-stimulated cAMP HTRF, 2 h; active compounds read low | activity change, negative = inhibition, % at 11.5 µM | 0.2% of 330,000 active | P16473;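 active means activity change below a set negative limit, meaning inhibition stronger than a set level, cut at about -70% in these data; inconclusive means activity change between two set negative limits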; further: on the % scale 0 is the no-effect control and ±100 the full control effect
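Read-out is FRET at 665 nm (cryptate excitation 337 nm) from a cryptate-tagged anti-cAMP antibody, competed by cell cAMP against cAMP-d2. Compounds are tested on freshly harvested TSHR cells challenged with 4nM TSH (EC80) for 2 hours at 37 deg C.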
GALK inhibitor = inhibitors of human galactokinase; 0.007% of 270,000 active; Purified GALK, Kinase-Glo residual ATP luminescence; AID 1868; Potency, µM (titrated, usually from 57.5 µM), for inactives: at the top dose activity change, negative = inhibition, most hits filed as inhibitors; P51570; further: potency means the concentration at half of the fitted maximal effect; on the % scale 0 is the no-effect control and ±100 the full control effect
Target sequence (P51570 whole entry, looked up): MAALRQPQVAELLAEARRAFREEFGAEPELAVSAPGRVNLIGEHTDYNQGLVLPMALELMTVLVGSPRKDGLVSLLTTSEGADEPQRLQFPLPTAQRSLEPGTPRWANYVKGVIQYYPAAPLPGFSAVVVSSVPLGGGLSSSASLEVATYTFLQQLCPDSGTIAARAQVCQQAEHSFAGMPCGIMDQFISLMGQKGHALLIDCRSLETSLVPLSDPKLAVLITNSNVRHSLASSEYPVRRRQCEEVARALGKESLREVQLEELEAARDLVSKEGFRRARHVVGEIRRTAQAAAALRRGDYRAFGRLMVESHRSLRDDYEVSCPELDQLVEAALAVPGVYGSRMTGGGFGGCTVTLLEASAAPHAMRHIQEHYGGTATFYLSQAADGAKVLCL
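Galactose (100 uM) and ATP (35 uM) were turned over by 5 nM GALK for 1 h at RT. Kinase-Glo Plus then converted the remaining ATP into a luminescent signal.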
Eya2 phos inh = inhibitors of human Eya2 phosphatase activity | O00167 | recombinant Eya2, OMFP fluorescence dephosphorylation (OMFP is methylfluorescein phosphate) | Potency, µM (titrated, usually from 76.9 µM), inactives show at the top dose activity, negative = inhibition, actives largely listed as inhibitors | 0.006% of 330,000 active | AID 488837; further: potency means the concentration at half of the fitted maximal effect; on the % scale 0 is the no-effect control and ±100 the full control effect
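Eya2 protein (added as 0.2 uM solution) was preincubated with compound for 10 min at ambient temperature in 50 mM HEPES pH 7.5, 50 mM NaCl, 5 uM MgCl2, 0.05% BSA, 1 mM DTT. OMFP (added at 50 uM) then reacted 10 min; fluorescence read at 485/525 nm.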
KCNH2 WT inh = KCNH2 (human, wildtype) channel inhibition; Q12809; AID 720551; U2OS, BacMam KCNH2, thallium flux FluxOr; active compounds read low; 0.37% of 340,000 active; activity change, % at 1.84 µM;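 active means maximum activity change below -70%; inconclusive means maximum activity change between -70% and -50%; inactive means maximum activity change above -50%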; further: on the % scale 0 is the no-effect control and ±100 the full control effect
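U2OS cells were transduced with wild-type KCNH2 virus (2.03 x 10^8 / mL) for 4 h at room temperature, then cultured overnight at 37 C. Thallium flux was read with FluxOr dye. Rate constants were normalized to DMSO controls.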
PKM2 act = increases activity of human pyruvate kinase M2 | purified PKM2, Kinase-Glo ATP luminescence, activation; response scale: 0% is enzyme alone, no compound | Potency, µM (top dose mostly 57.5 µM), inactives show at the highest dose activation, hits mostly activators | 0.34% of 260,000 active | AID 1631; further: potency means the concentration at half of the fitted maximal effect; on the % scale 0 is the no-effect control and ±100 the full control effect; nearly all actives have a fitted effect of over 55% in size
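hPK-M2, >95% pure; 0.1 mM ADP / 0.5 mM PEP final; imidazole pH7.2 buffer w/ 7 mM MgCl2, 50 mM KCl; 1 h RT; Kinase-Glo lum. Intermediate enzyme activity for dual inhibitor/activator qHTS.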
* hit, by the source's call; u = inconclusive; x = no result given; [ ] = dose if it differs, or a comment. Unless noted, the call rests on the fitted dose curve; in most records, active means well fitted curve in the direction sought with a large enough effect; inconclusive means small, poorly fitted or top-dose-only effect, or another doubt; inactive means no such curve, though single readings can be large; an effect the other way counts as inactive or inconclusive.

SMILES	Chronic BCR inh	USP2a inh	S-ASM inh	Menin-MLL TR inh	MBNL1 CUG block	Mito fusion act	TSHR antagonist	GALK inhibitor	Eya2 phos inh	KCNH2 WT inh	PKM2 act
COc1ccc(CNC(=O)COC(=O)C2(C)CC2(Cl)Cl)cc1 (stereo unspecified)	-5%	1%	-2%	x	x	x	x	x	-15%	-36	x
CCOC(=O)c1cnc2c(N=Nc3ccccc3)c(N)nn2c1N	u	4%	-9%	-9%	-2%	-3%	14	x	10%	3	-19%
O=C(NCCc1ccccc1)c1coc(=O)c(Br)c1	u	1%	135%[activator]	1%	u	-5%	-3	1%	-10%	1	x
CCCCOC(=O)Nc1ccc(C(C)C)cc1	u	-1%	-1%	5%	u	-3%	-10	1%	1%	-32	7%
Fc1ccc(Oc2cc(N3CCOCC3)nc(-c3ccccc3)n2)c(F)c1	0%	-2%	-10%	7%	0%	-5%	37	1%	4%	-9	3%
O=Cc1ccccc1OCc1nnsc1Cl	u	-2%	4%	0%	3%	-3%	21	1%	-22%	4	x
Cc1cc(C)cc(OCC(=O)Nc2nc(-c3ccccn3)cs2)c1	2%	1%	-3%	x	x	-10%	-7	x	-28%	-2	x
CCNC(=S)N(Cc1ccc(OC)cc1)C1CC(=O)N(c2ccc(OCC)cc2)C1=O (stereo unspecified)	0%	4%	-9%	u	-4%	-2%	4	0%	-41%	-16	17%
O=C(N/N=C/c1cccnc1)c1cc(-c2ccccc2OCc2ccccc2)n[nH]1	u	-4%	-17%	x	x	4%	-9	6%	-20%	0	-7%
Cc1sc2ncn(CC(=O)NCc3ccco3)c(=O)c2c1-c1ccccc1	-5%	3%	-1%	-16%	-2%	-4%	4	-1%	10%	2	-4%
COCCOC(=O)C1=C(C)OC(N)=C(C#N)C1c1ccco1 (stereo unspecified)	u	0%	1%	2%	5%	1%	11	-5%	0%	-16	-12%
COc1cccc(N(CC(=O)NC2CCCCCC2)S(=O)(=O)c2ccccc2)c1	1%	-1%	-4%	x	3%	0%	0	1%	15%	-11	-16%
NC(=O)c1coc(-c2ccccc2)n1	3%	0%	7%	-2%	-4%	4%	1	3%	6%	x	-26%
COc1ccc(NC(C)=O)cc1CNC(=O)COc1c(C)c(C)cc(C)c1C	-3%	3%	3%	-14%	-6%	-1%	3	3%	1%	-2	7%
CCCCOC(=O)c1ccc(NC(=O)COC(=O)C2CSC3(C)CCC(=O)N23)cc1 (stereo unspecified)	u	4%	-6%	x	x	4%	35	x	-27%	8	x
COc1ccc(N2CCN(C(=O)COC(=O)c3oc4ccc(OC)cc4c3C)CC2)cc1	u	0%	-19%	x	x	4%	-7	x	2%	-8	x
CSc1cccc(NC(=O)Cn2cccc2)c1	3%	2%	-1%	x	-1%	-4%	52	-5%	10%	-19	2%
COc1cc(CO)ccc1OCC(=O)Nc1cccc2ccccc12	10%	1%	-1%	x	-2%	4%	-13	-2%	-13%	-2	11%
O=C(c1ccc2ccccc2n1)N1CCN(c2ccccc2O)CC1	3%	-8%	1%	6%	11%	-12%	50	5%	-18%	12	4%
O=C(c1ccco1)N1CCN(c2c(-c3ccccc3)c3cc(Cl)ccc3[nH]c2=O)CC1	u	2%	-12%	0%	u	-3%	0	-5%	14%	13	6%
CC(C)CC(=O)NC(=S)Nc1ccc(CN2CCOCC2)cc1	0%	-2%	2%	x	-1%	-3%	-3	6%	9%	5	-1%
CN(C(=O)COC(=O)c1cc(S(=O)(=O)N(C)C)ccc1Cl)C1CCS(=O)(=O)C1 (stereo unspecified)	5%	2%	3%	x	x	-1%	-3	x	-14%	8	x
O=C(Cc1cccs1)N/N=C/c1ccc(OCc2ccccc2)cc1	u	1%	-10%	14%	1%	-1%	-8	0%	-11%	8	-11%
CCN(CC)c1ccc(/C=N/NC(=O)c2ccoc2C)cc1	u	-1%	344%[activator]	x	u	4%	-2	6%	-7%	-3	-73%
O=C(CO)N/N=C/c1ccccc1F	1%	2%	2%	20%	3%	-3%	7	-1%	11%	4	-1%
CC(NC(=O)c1cc(F)c(F)cc1Cl)C1CC2CCC1C2 (stereo unspecified)	5%	0%	-1%	u	-2%	-1%	-3	0%	-6%	2	-2%
Cc1nn(CC(=O)N2CCN(c3cccc(C(F)(F)F)c3)CC2)c(=O)c2cccn12	-1%	-4%	-1%	-1%	0%	x	13	-4%	-23%	0	x
Cc1c(NC(=O)c2n[nH]c(=O)c3ccccc23)c(=O)n(-c2ccccc2)n1C	-1%	1%	4%	10%	-1%	1%	6	4%	6%	4	-3%
C[C@]12c3[nH]c4ccc(Cl)cc4c3CCN1C(=O)[C@@H](CC(=O)NCc1cccc(C(F)(F)F)c1)C[C@@H]2C(=O)N1CCOCC1	u	-1%	-15%	x	x	x	-11	x	-10%	-5	x
Cc1[nH]c2ccccc2c1/C=N/NC(=O)CNC(=O)c1ccco1	-4%	-2%	3%	x	-10%	5%	1	3%	6%	-9	-2%
Cc1ccc(-c2cnc(NC(=O)CCC(=O)N3CCCCC3)n2C)cc1	-12%	-1%	0%	12%	6%	0%	7	-1%	-3%	-8	-4%
CCN(C(=O)CSc1nccn1C)c1cccc2ccccc12	-3%	1%	1%	x	x	-3%	-23	x	1%	13	x
Cc1ccc(C(=O)Nc2ccccc2N2CCN(C(=O)C(C)C)CC2)cc1C	-1%	-1%	0%	3%	-12%	20%	10	4%	5%	-6	4%
CCCOC(=O)/C=C/c1c(C)[nH]c(=O)[nH]c1=O	2%	0%	4%	9%	10%	-4%	-5	1%	6%	-1	-1%
CC(C(=O)Nc1ccccc1Sc1ccccc1)N(c1ccccc1)S(C)(=O)=O (stereo unspecified)	-1%	-2%	-6%	-9%	0%	18%	19	0%	-4%	-5	-8%
COc1ccc(C2CC(=O)Oc3c(C(CCN4CCCC(C)C4)c4ccc(N(C)C)cc4)c(OC)cc(OC)c32)cc1 (stereo unspecified)	2%	-6%	-3%	u	-3%	-10%	7	1%	-12%	12	-1%
COc1ccc(OC)c(Nc2nc(NCCO)c3ccccc3n2)c1	u	4%	-2%	6%	-9%	-10%	-6	-1%	-26%	-4	30%
O=[N+]([O-])c1ccn(-c2nc(-c3ccccc3)cc(C(F)(F)F)n2)n1	u	2%	-1%	-3%	u	5%	-7	6%	-4%	0	4%
C/C(=N\NS(C)(=O)=O)c1ccccc1	u	2%	-2%	x	1%	-1%	6	-1%	1%	-14	-2%
O=C1[C@@H]2Cc3ccccc3CN2C(=O)N1c1cccc(F)c1	u	-2%	-1%	9%	7%	3%	9	0%	30%	-21	-4%
O=C(NNC(=S)Nc1ccc(F)c(Cl)c1)c1ccccc1Br	u	-1%	-2%	u	-4%	-3%	-15	0%	0%	-22	-9%
COc1ccc(C2C(C(=O)Nc3cccnc3)=C(C)Nc3nc(-c4cccs4)nn32)cc1OC (stereo unspecified)	-5%	0%	0%	14%	-11%	4%	13	-5%	-17%	-1	-16%
CCN(CC)C(=O)CSc1nc2c(sc(=S)n2-c2ccccc2)c(=O)[nH]1	11%	2%	7%	-3%	-8%	3%	4	-2%	0%	10	-6%
CCOC(=O)c1nn(-c2ccccc2)c(=O)c2c(N)scc12	4%	4%	-3%	-3%	u	5%	-3	8%	-4%	-2	10%
Cc1cc(C(F)F)n2nc(C(=O)Nc3ccc(S(=O)(=O)N4CCCC4)cc3)nc2n1	12%	-3%	-1%	24%	-5%	0%	4	0%	18%	-4	-9%
CCOCc1cc(CN2CCC(n3nccc3NC(=O)C3CC3)CC2)ccc1OC	-2%	0%	0%	-8%	-7%	0%	16	8%	-11%	4	1%
Cc1ccc(-c2nnc(SCC(=O)CC(=O)Nc3ccccc3)n2C)cc1	15%	3%	-7%	8%	-7%	-3%	-17	0%	-17%	6	11%

Only part of the results is shown; rates above refer to the full screens.
